SIRT5 block – inhibitors of human sirtuin-5 desuccinylase; Q9NXA8; Purified SirT5, succinyl-peptide AMC, trypsin-coupled fluorescence; inhibition, % at 15 µM; actives 1.1% (n = 330,000); AID 652115; in the data active means inhibition above about 15%
Target sequence (Q9NXA8 whole entry, looked up): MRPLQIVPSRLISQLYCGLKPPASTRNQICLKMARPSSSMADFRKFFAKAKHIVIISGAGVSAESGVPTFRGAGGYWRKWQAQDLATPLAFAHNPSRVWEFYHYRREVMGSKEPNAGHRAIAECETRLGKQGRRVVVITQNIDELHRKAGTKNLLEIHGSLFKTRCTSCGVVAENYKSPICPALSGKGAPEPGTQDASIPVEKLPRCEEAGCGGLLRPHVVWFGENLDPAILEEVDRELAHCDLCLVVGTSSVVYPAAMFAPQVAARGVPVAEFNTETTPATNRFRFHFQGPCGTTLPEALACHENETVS
Cneo AK release – Cryptococcus neoformans lysis via adenylate kinase release; C. neoformans lysis, adenylate kinase release luminescence, 4 h; normalised: neutral wells 0, clomiphene wells 100; lysis activity, % at 15 µM; actives 0.2% (n = 360,000);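 active means mean lysis activity across replicates of at least 80%, whatever share of replicates individually reach that level; inactive means mean lysis activity below 80%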
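Material – log-phase Cryptococcus neoformans yeast cells · Input – 5 × 10^6 yeast cells/mL · Medium – fresh YPD growth medium · Doses – single compound concentration per well · Timing – static 4 h at 37 °C with compound, 1 h detection · Detection – adenylate kinase release luminescence · Read-out – signal increase indicating cell lysis · Control set – Clomiphene as positive lysis control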
esBAF inh – SWI/SNF esBAF complex inhibition. mouse ES cells, Bmi1-luciferase knock-in reporter, 24 h; 100% = twice the neutral-well signal. reporter increase, % at 12.5 µM. actives 2% (n = 350,000). AID 602393; in the data active means activation above about 40%;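 further: 0% = median of the plate's neutral control wells and 100% = double that signal; a rise in the Bmi1 reporter signal indicates esBAF inhibition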
miR-122 sensor – blocks miR-122 activity in Huh7 sensor cells | Huh7 miR-122 Renilla luciferase sensor, 48 h; neutral wells = 0, positive control = 100 | activation (reporter increase), % at 12.5 µM | actives 0.3% (n = 340,000);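 active means mean replicate activation score at least 90 and every replicate individually at or above 90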;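 further: higher luciferase means less miR-122 activity so hits act as miR-122 inhibitors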
ARNT TACC3 PPI – disruptors of human ARNT/TACC3 interaction. actives 0.66% (n = 390,000). AlphaScreen His-ARNT PAS-B/GST-TACC3 binding, luminescence; TACC3 fragment carries E629A point mutation. Q9Y6A5. inhibition, % at 9.99 µM;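 active means mean inhibition of replicates at least 50% and at least half of replicates each reaching 50%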;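 further: 0% = complete ARNT plus TACC3 wells and 100% = ARNT alone without TACC3; many hits fall short of the cut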
C2C12 statin – protects C2C12 myotubes from simvastatin toxicity | actives 0.78% (n = 330,000) | ATP luminescence, 48 h; scaled: DMSO 0, geranylgeraniol control 100 | rescue of ATP level, % at 7.49 µM | AID 602340;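 active means mean ATP rescue above about 67%, or every replicate alone reaching that limit, limit read from the data, passing the limit was not always enough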;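 further: myotubes were challenged with 10 µM simvastatin during compound exposure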
ERp5 block – inhibitors of human ERp5; Q15084; actives 0.05% (n = 350,000); AID 651711; ERp5 insulin aggregation, absorbance 650 nm, 90 min; inhibition, % at 9.99 µM;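 active means mean replicate inhibition above about 25%, with every replicate also reaching it, limit read from the data, passing the limit was not always enough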
Target sequence (Q15084 whole entry, looked up): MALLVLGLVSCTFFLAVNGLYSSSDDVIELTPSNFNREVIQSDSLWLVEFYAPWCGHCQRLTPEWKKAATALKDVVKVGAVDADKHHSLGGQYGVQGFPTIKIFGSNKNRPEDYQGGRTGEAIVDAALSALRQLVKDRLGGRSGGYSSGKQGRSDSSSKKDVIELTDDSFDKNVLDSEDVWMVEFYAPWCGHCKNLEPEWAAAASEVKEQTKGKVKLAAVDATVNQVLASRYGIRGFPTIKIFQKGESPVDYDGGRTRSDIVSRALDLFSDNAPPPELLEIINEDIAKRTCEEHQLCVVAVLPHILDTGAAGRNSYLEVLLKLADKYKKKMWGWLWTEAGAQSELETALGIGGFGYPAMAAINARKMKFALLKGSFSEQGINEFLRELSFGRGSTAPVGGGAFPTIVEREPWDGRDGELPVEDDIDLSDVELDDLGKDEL
Active calls of the source: *; & = joins results of further samples; [ ] = dose if it differs, or a comment.

Start of the listing, in advance, 4 compounds:
`CSc1n[nH]c(NCc2ccccc2)n1` gave Cneo AK release 3, esBAF inh 19, miR-122 sensor -6 and ARNT TACC3 PPI -18.
Screening Cn1cccc1Cc1nnc(SCC(=O)Nc2cccc(Cl)c2)n1-c1ccc(F)cc1 returned Cneo AK release -4, esBAF inh -7, miR-122 sensor -3, C2C12 statin -5 and ERp5 block 4.
For Cc1ccc(Sc2ccncc2S(N)(=O)=O)cc1 the results were Cneo AK release 6, miR-122 sensor -2 and ARNT TACC3 PPI -4.
For CCCn1c(N)c(C(=O)COC(=O)CCS(=O)(=O)c2ccc(C)cc2)c(=O)[nH]c1=O the results were SIRT5 block 0, Cneo AK release 0, esBAF inh -6, ARNT TACC3 PPI -1, C2C12 statin -4 and ERp5 block -5.

This part in full (from the top)
`CSc1n[nH]c(NCc2ccccc2)n1` gave Cneo AK release 3, esBAF inh 19, miR-122 sensor -6 and ARNT TACC3 PPI -18.
Screening Cn1cccc1Cc1nnc(SCC(=O)Nc2cccc(Cl)c2)n1-c1ccc(F)cc1 returned Cneo AK release -4, esBAF inh -7, miR-122 sensor -3, C2C12 statin -5 and ERp5 block 4.
For Cc1ccc(Sc2ccncc2S(N)(=O)=O)cc1 the results were Cneo AK release 6, miR-122 sensor -2 and ARNT TACC3 PPI -4.
For CCCn1c(N)c(C(=O)COC(=O)CCS(=O)(=O)c2ccc(C)cc2)c(=O)[nH]c1=O the results were SIRT5 block 0, Cneo AK release 0, esBAF inh -6, ARNT TACC3 PPI -1, C2C12 statin -4 and ERp5 block -5.
For COC(=O)c1ccc(CNC(=O)CSC(C)C(=O)Nc2cc(C)on2)cc1 (stereo not drawn) the results were SIRT5 block -1, Cneo AK release -2, esBAF inh 0, C2C12 statin -6 and ERp5 block 0.
For CCCCCn1c(=S)[nH]c2ncccc2c1=O the results were Cneo AK release 1, esBAF inh 2, miR-122 sensor -1 and C2C12 statin -4.
`C[C@H]1CN([C@@H](C)CO)C(=O)CCCn2nncc2CO[C@H]1CN(C)C(=O)Nc1ccc2c(c1)OCCO2` gave SIRT5 block -4, Cneo AK release -5, esBAF inh 18, miR-122 sensor -7[16.7 µM], ARNT TACC3 PPI -3, C2C12 statin -4 and ERp5 block 3.
Screening CCc1ccc(N(C(C)=O)c2nc(CCl)cs2)cc1 returned SIRT5 block -1, ARNT TACC3 PPI 4 and ERp5 block 7.
`Cc1c(C(=O)N2CCOCC2)oc2c1C(=O)CC(C)(C)C2` gave Cneo AK release 6, esBAF inh -2, miR-122 sensor 0, ARNT TACC3 PPI 22 and C2C12 statin -19.
Screening CCOc1ccc(NC(=S)N2CCC(NC(=O)c3ccccc3)CC2)cc1 returned SIRT5 block -6, Cneo AK release 2, esBAF inh 2, miR-122 sensor -4, ARNT TACC3 PPI 1, C2C12 statin 0 and ERp5 block 0.
COc1cc(/C=N/NS(=O)(=O)c2ccccc2)c(OC)c(OC)c1 was read as SIRT5 block -1, Cneo AK release -1, esBAF inh 4, miR-122 sensor 5, ARNT TACC3 PPI -6, C2C12 statin 4 and ERp5 block 2.
`COC(=O)c1cc(NC(=O)C23CCC(C)(C(=O)O2)C3(C)C)cc(C(=O)OC)c1` (stereo not drawn) gave Cneo AK release -3, esBAF inh -4, miR-122 sensor -2, ARNT TACC3 PPI -1 and C2C12 statin -1.
Screening O=C(Nc1ccc2[nH]ncc2c1)c1cccc(F)c1 returned SIRT5 block -4, Cneo AK release -1, esBAF inh 24, ARNT TACC3 PPI -6, C2C12 statin -1 and ERp5 block -4.
`CCCN(C)C[C@@H]1OCCCC[C@@H](C)Oc2ccc(NS(=O)(=O)c3ccc(F)cc3)cc2C(=O)N([C@@H](C)CO)C[C@@H]1C` gave SIRT5 block 0, Cneo AK release 5, esBAF inh -12, miR-122 sensor 0[16.7 µM], ARNT TACC3 PPI 0, C2C12 statin -13 and ERp5 block 3.
For COc1ccc(-c2cc(C(=O)Nc3cc(C)on3)no2)cc1 the results were SIRT5 block -1, Cneo AK release 1, esBAF inh 13, miR-122 sensor -14, ARNT TACC3 PPI -4, C2C12 statin 3 and ERp5 block -3.
C[C@@H]1CCCCO[C@@H](CN(C)C(=O)Nc2ccc(F)cc2)[C@H](C)CN([C@@H](C)CO)C(=O)c2cc(NS(=O)(=O)c3cccs3)ccc2O1 was read as SIRT5 block 4, Cneo AK release 0, esBAF inh 5, miR-122 sensor -4[16.7 µM], ARNT TACC3 PPI -2 and ERp5 block -3.
Screening Cc1ccc(C)c(CN2CCCN(Cc3cc(C)ccc3C)S2(=O)=O)c1 returned SIRT5 block -6, Cneo AK release 0, esBAF inh -4, ARNT TACC3 PPI 16, C2C12 statin 13 and ERp5 block 2.
Screening COc1cc(CNC(=O)Nc2nnc([C@H]3C[C@H](O)[C@@H](CO)O3)s2)cc(OC)c1OC returned SIRT5 block -2, Cneo AK release 3, esBAF inh -3, C2C12 statin 3 and ERp5 block -1.
CC1CCCC(NC(=O)COC(=O)c2sc3ccccc3c2Cl)C1C (stereo not drawn) was read as SIRT5 block 1, Cneo AK release -1, esBAF inh 0, miR-122 sensor -9, ARNT TACC3 PPI -4, C2C12 statin 12 and ERp5 block 5.
`CCC(c1nnnn1Cc1ccco1)N(Cc1cc2cc(OC)ccc2[nH]c1=O)C1CCCCC1` (stereo not drawn) gave Cneo AK release 4, esBAF inh -9, ARNT TACC3 PPI 1 and C2C12 statin 17.
`O=C(CNCc1cccs1)NC12CC3CC(CC(C3)C1)C2` gave SIRT5 block 2, esBAF inh 6, miR-122 sensor 11, ARNT TACC3 PPI 2, C2C12 statin -9 and ERp5 block 1.
For Cc1c(NC(=O)COC(=O)c2ccccc2O)c(=O)n(-c2ccccc2)n1C the results were Cneo AK release -1, esBAF inh -3, miR-122 sensor 3, C2C12 statin 42 and ERp5 block 3.
CCn1c2ccccc2c2cc(NC(=O)CSc3nnc(-c4cccc(Cl)c4)o3)ccc21 was read as Cneo AK release -1, esBAF inh -5, miR-122 sensor 2, ARNT TACC3 PPI -6 and C2C12 statin -32.
Screening Cc1ccc(C2C=NN(c3ccccc3)C2=O)cc1 (stereo not drawn) returned SIRT5 block -5, ARNT TACC3 PPI 27 and ERp5 block -1.
`Cc1cc2c(=O)n(Cc3ccco3)c(SCC(=O)c3ccc(Cl)s3)nc2s1` gave Cneo AK release 5, esBAF inh 3, miR-122 sensor 0, ARNT TACC3 PPI -4 and C2C12 statin 9.
`COc1ccc(S(=O)(=O)N2CCOCC2)cc1C(=O)Nc1ccc2c(c1)OCO2` gave SIRT5 block -2, Cneo AK release -1, esBAF inh 7, miR-122 sensor 4, ARNT TACC3 PPI 4, C2C12 statin 10 and ERp5 block -2.
`CC(NC(=O)CNC(=O)C1O[C@@H]2OC(C)(C)O[C@@H]2[C@H]2OC(C)(C)O[C@@H]12)C(=O)O` (stereo partly drawn) gave SIRT5 block 0, Cneo AK release 1, ARNT TACC3 PPI -4 and ERp5 block -1.
Screening COc1cc2nc(N3CCN(C(=O)C4CCCO4)CC3)nc(N)c2cc1OC (stereo not drawn) returned SIRT5 block -23&-25, Cneo AK release 0&-3, esBAF inh 12&-1, miR-122 sensor -6&-4, ARNT TACC3 PPI -3&1, C2C12 statin 2&1 and ERp5 block 0&-5.
Screening Cc1ccc(S(=O)(=O)N2[C@@H](c3ccc(Cl)cc3)C(C(=O)O)=CC[C@H]2c2ccc(Cl)c(Cl)c2)cc1 returned Cneo AK release -2, esBAF inh 1, miR-122 sensor 15, ARNT TACC3 PPI -7, C2C12 statin 17 and ERp5 block 3.
`CCOC(=O)N/N=C1\CCS(=O)(=O)c2ccc(Cl)cc21` gave SIRT5 block 2, ARNT TACC3 PPI 6 and ERp5 block -4.
`Cc1ccccc1-n1c(=O)cc(N2CCc3ccccc3C2)[nH]c1=O` gave SIRT5 block -3, Cneo AK release -3, esBAF inh 7, miR-122 sensor -1, ARNT TACC3 PPI 1, C2C12 statin -20 and ERp5 block 3.
`O=C1c2ccccc2C(=O)N1CN(C(=O)COc1ccccc1)c1ccc(F)cc1` gave SIRT5 block 5, Cneo AK release 1, esBAF inh 3, miR-122 sensor 1, ARNT TACC3 PPI -3, C2C12 statin 114* and ERp5 block 2.
`Clc1ccc(-c2nc3ccc(Br)cn3c2Cc2ccsc2)cc1` gave SIRT5 block -1, Cneo AK release -3, esBAF inh 17, miR-122 sensor 6, C2C12 statin -7 and ERp5 block 2.
For COc1ccc(/C=C/C(=O)Nc2ccc(S(=O)(=O)Nc3cc(C)nc(C)n3)cc2)cc1OC the results were SIRT5 block -21, Cneo AK release 1, esBAF inh -7, miR-122 sensor 8, C2C12 statin 1 and ERp5 block 0.
For COc1cccc(-c2cnc3c(c2)C(=O)N([C@@H](C)CO)C[C@H](C)[C@@H](CN(C)C(=O)CC2CC2)O3)c1 the results were SIRT5 block -3, Cneo AK release -4, esBAF inh -5, miR-122 sensor 4[16.7 µM], ARNT TACC3 PPI -4 and ERp5 block -3.
NS(=O)(=O)c1ccc(CNC(=O)/C=C/c2ccc(S(=O)(=O)N3CCOCC3)cc2)cc1 was read as SIRT5 block -3, Cneo AK release -4, esBAF inh 0, miR-122 sensor 12, ARNT TACC3 PPI -6, C2C12 statin 2 and ERp5 block 1.
For COc1ccc(-n2c(SCC(=O)C(C)(C)C)nc3ccsc3c2=O)cc1 the results were SIRT5 block -3, Cneo AK release 0, esBAF inh 5, miR-122 sensor -1, ARNT TACC3 PPI -3, C2C12 statin 2 and ERp5 block 0.
For O=C(C[C@H]1CC[C@H]2[C@@H](COC[C@H](O)CN2C(=O)c2ccccc2)O1)N1CCOCC1 the results were SIRT5 block 1, Cneo AK release 2, esBAF inh 2, miR-122 sensor -3[16.7 µM], ARNT TACC3 PPI -1, C2C12 statin -3 and ERp5 block -1.
`CC(C)CC(C)NC(=O)c1ccc(C(F)(F)F)cc1` (stereo not drawn) gave SIRT5 block -1, Cneo AK release 1, miR-122 sensor -5, ARNT TACC3 PPI -13 and ERp5 block -2.
For C[C@@H]1CCCCO[C@@H](CN(C)C(=O)NC2CCCCC2)[C@H](C)CN([C@@H](C)CO)C(=O)c2cc(NC(=O)Nc3ccc4c(c3)OCO4)ccc2O1 the results were SIRT5 block 9, Cneo AK release -1, esBAF inh 16, miR-122 sensor -9[16.7 µM], ARNT TACC3 PPI 13 and ERp5 block -14.
Screening O=[N+]([O-])c1cccc(S(=O)(=O)Nc2ccc(S(=O)(=O)N3CCCC3)cc2)c1 returned SIRT5 block -2, Cneo AK release 2, miR-122 sensor 1, ARNT TACC3 PPI -17 and ERp5 block -9.
For COCCn1c(-c2ccc(C#N)cc2)nc2c1c(=O)[nH]c(=O)n2Cc1ccccc1 the results were SIRT5 block -52, Cneo AK release 1, esBAF inh -5, miR-122 sensor -3, ARNT TACC3 PPI -9, C2C12 statin -1 and ERp5 block 7.
Screening O=C1CC[C@@H](O)CCN1CC[C@H](Sc1ccc(Br)cc1)c1ccccc1 returned SIRT5 block -3, Cneo AK release 0, esBAF inh 3, miR-122 sensor -4, ARNT TACC3 PPI -1, C2C12 statin 23 and ERp5 block 3.
O=C(Nc1cc(Cl)cc(Cl)c1)N1CCN(C(=O)C2CCCO2)CC1 (stereo not drawn) was read as SIRT5 block -1, Cneo AK release -1, esBAF inh -1, ARNT TACC3 PPI -13, C2C12 statin -2 and ERp5 block 4.
CO[C@H]1CN(C)C(=O)c2cc(NS(=O)(=O)c3ccc(C)cc3)ccc2OC[C@H](C)N(C(=O)NC(C)C)C[C@@H]1C was read as SIRT5 block 0, Cneo AK release -2, esBAF inh 2, ARNT TACC3 PPI 2, C2C12 statin 0 and ERp5 block 0.
Screening CCCCNc1ccc(C(CC(N)=O)NC(=O)Cc2ccc(Br)cc2)cc1[N+](=O)[O-] (stereo not drawn) returned Cneo AK release 7, esBAF inh -8, miR-122 sensor 6, ARNT TACC3 PPI 1, C2C12 statin -5 and ERp5 block -5.

Screening data as filed in PubChem BioAssay.
